# Screens: PubChem BioAssay, several laboratories
# JNK3 inh – blocks human JNK3 kinase activity | P53779 | AID 746 | purified JNK3 kinase activity, HTS | inhibition, % at 8 µM | 60,000 tested, 0.61% active; in the data active = inhibition above about 17%;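 note: 0% = DMSO and 100% = reference inhibitor; many of its hits are not listed in these tables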
# Hsp90 block – displaces geldanamycin probe from tumor Hsp90 | P07900 | NCI-N417 lysate Hsp90, Cy3B-geldanamycin FP displacement | inhibition, % at 30 µM | 64,000 tested, 0.35% active;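 active = inhibition above 50%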;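 note: 0% = tracer plus lysate wells and 100% = tracer alone without lysate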
# ROCK2 inh – ROCK2 (human) kinase inhibition; O75116; purified ROCK2, Kinase-Glo ATP depletion luminescence; inhibition, % at 6 µM; 60,000 tested, 0.35% active; AID 604;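 active = inhibition above the screen-wide mean inhibition plus 3 SD, cut at about 18% in these data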;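 note: plate controls were DMSO wells for no effect and Y-27632 control wells after no-enzyme background subtraction for full effect; many of its hits are not listed in these tables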
# Cdc25B inh – inhibitors of human Cdc25B phosphatase; AID 368; 65,000 tested, 0.1% active; recombinant Cdc25B, OMFP fluorescence Ex485/Em525; inhibition, %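 (compounds tested at 10 µM final in the well)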; in the data active = inhibition above about 50%
# Abs 340nm – compound absorbs light at 340 nm; compound absorbance at 340 nm, fold over control; fold change at 10 µM; 65,000 tested, under 10 active; AID 708;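 active = at 10 µM dose, initial 340 nm absorbance at least 2 fold that of control wells; inactive = change under 2 fold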;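 note: initial absorbance extrapolated from kinetic A340 decline of NADH oxidation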
# Fluor 339 460 – intrinsic fluorescence of library compounds, ex339/em460 – biochemical, MLSMR library, data from DPM-DC assay, artefact control, profiling panel; compound autofluorescence, ex339/em460 nm, NADH buffer; hits give high values; 1 = no-compound wells, NADH background; fluorescence fold increase at 10 µM; 65,000 tested, 5.5% active;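 active = at 10 µM, mean starting fluorescence two-fold or more over control wells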;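 note: signal is the first read of a kinetic run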
# MKP-1 inh – human dual specificity phosphatase 1 inhibition | AID 374 | 65,000 tested, 0.15% active | recombinant MKP-1, OMFP hydrolysis fluorescence | inhibition, %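 (compounds tested at a single concentration somewhere between 10 and 100 µM)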;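 active = inhibition above about 50%, limit read from the data; inconclusive = inhibition over screen mean plus 3 SD, below that limit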;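 note: 0% = DMSO max control wells and 100% = wells with enzyme stopped by NaOH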
# HER2 expr 66K – Her2 kinase expression inhibition | P04626 | SKBR-3 HER2 protein level, AlphaScreen, 18-24 h; hits give low values | HER2 level % of control, % at 10 µM | 65,000 tested, 0.69% active | AID 645;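 active = HER2 level under 5% of the carrier-only control; inconclusive = no clear call, values can overlap the other calls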;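 note: 100% = DMSO carrier and 0% = 500 nM PU-H71 HSP90 inhibitor; lower value means stronger loss of Her2 protein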
# Target sequence (P04626 whole entry, looked up): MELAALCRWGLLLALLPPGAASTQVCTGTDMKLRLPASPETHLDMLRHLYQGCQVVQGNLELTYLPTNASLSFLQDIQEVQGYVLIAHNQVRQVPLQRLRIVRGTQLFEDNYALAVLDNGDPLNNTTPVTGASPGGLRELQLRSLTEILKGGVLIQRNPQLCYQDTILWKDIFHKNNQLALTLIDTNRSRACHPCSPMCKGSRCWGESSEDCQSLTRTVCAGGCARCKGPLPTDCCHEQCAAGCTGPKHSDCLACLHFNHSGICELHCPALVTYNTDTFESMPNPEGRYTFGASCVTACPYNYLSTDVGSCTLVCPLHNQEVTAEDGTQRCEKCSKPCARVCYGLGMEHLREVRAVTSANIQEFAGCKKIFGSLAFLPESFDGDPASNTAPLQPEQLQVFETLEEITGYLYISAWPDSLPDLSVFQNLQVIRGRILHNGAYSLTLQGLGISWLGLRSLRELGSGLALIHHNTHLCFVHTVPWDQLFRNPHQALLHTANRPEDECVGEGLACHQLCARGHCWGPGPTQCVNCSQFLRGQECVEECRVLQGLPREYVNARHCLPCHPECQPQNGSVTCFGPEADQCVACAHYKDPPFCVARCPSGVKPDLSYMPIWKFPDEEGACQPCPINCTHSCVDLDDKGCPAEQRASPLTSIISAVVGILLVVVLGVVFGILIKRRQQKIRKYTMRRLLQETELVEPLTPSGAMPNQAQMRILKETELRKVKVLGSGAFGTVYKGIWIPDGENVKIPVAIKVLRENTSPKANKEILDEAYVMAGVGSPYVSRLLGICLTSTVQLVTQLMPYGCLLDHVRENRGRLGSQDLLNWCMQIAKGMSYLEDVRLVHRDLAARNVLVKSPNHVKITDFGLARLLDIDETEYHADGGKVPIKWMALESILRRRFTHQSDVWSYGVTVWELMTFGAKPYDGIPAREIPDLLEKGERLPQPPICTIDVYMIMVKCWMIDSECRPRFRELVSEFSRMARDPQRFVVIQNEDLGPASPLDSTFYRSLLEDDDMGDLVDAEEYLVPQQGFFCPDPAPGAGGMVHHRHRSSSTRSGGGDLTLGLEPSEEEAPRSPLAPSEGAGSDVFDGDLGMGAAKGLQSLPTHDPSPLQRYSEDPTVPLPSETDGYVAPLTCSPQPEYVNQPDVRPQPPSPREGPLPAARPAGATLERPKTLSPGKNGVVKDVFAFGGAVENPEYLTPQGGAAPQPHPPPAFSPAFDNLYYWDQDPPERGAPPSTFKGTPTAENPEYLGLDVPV
# PKA inh – inhibitors of human protein kinase A | P17612 | PKA Kemptide phosphorylation, Kinase-Glo ATP luminescence | inhibition, % at 6 µM | 65,000 tested, 0.1% active;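 active = inhibition above the screen-wide mean inhibition plus 3 SD, cut at about 21% in these data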; note: many of its hits are not listed in these tables
# * = called active by the depositor; ? = inconclusive; nt = not tested or not shown. These rows are one share of the data; rates above refer to the full screens.
SMILES	JNK3 inh	Hsp90 block	ROCK2 inh	Cdc25B inh	Abs 340nm	Fluor 339 460	MKP-1 inh	HER2 expr 66K	PKA inh
CCOc1cc(C2CC(=O)Nc3cc(C)c(C)cc32)ccc1O (stereo not drawn)	-1.1	0.7	5.1	-3.0	1.02	1.03	-6.3	83.0	14.3
CCOCCCNc1nc2ccccc2[nH]1	-3.7	-2.8	-5.3	-5.3	1.04	1.13	11.7	95.6	-5.4
O=C(Nc1cc(=O)[nH]c2ncnn12)c1ccccc1Cl	-1.4	-15.6	4.0	14.4	0.98	1.14	11.8	92.0	10.2
COc1cccc2cc(C(=O)N(C)C)c(=O)oc12	-9.1	-0.7	3.6	0.8	1.09	1.27	-3.6	84.2	-1.0
Cc1nnc(C)n1/N=C/c1cc(Br)ccc1O	-5.2	2.3	1.0	6.0	1.04	1.53	16.1	112.5	-2.4
CCn1c(SC)nc2c(c1=O)SC(C)C2 (stereo not drawn)	6.3	-0.1	0.7	-17.6	1.02	0.99	-2.4	100.5	6.0
O=C1CCC(=O)N1CCC(c1ccc(F)cc1)c1ccco1 (stereo not drawn)	-5.1	-3.8	5.1	-5.6	1.02	1.09	5.5	82.2	1.4
CC(=O)OC(C(=O)NC1CCCCC1)c1ccccc1 (stereo not drawn)	-15.5	2.0	-9.1	7.7	0.98	1.09	16.7	106.1	-5.0
CCOC(=O)C1CCN(Cc2ccc(F)cc2)CC1	1.0	0.0	-8.3	-7.2	1.05	1.08	2.3	68.5	-7.8
Cc1onc(-c2c(F)cccc2Cl)c1C(=O)Nc1cccc(Cn2cccn2)c1	4.6	-0.8	-1.9	1.9	1	1.09	3.5	107.2	-3.7
COc1cc(-c2nnc(COC(=O)C3c4ccccc4Oc4ccccc43)o2)cc(OC)c1OC	-0.1	-2.4	7.9	-24.9	1	1.11	?	106.2	7.8
CC(C)c1nnc(NC(=O)CN2C(=O)c3ccccc3C2=O)s1	-1.3	-4.0	-2.7	-8.3	1.03	1.08	1.8	84.0	-0.8
CCN1C(=O)C(CC(=O)N2CCN(C(c3ccccc3)c3ccccc3)CC2)N(CC)C1=O (stereo not drawn)	-4.9	-4.0	5.9	-8.5	0.99	1.11	-0.3	126.5	5.7
CCN(Cc1ccccc1)C(c1cc2cc(C)cc(C)c2[nH]c1=O)c1nnnn1CCOC (stereo not drawn)	-1.4	-1.1	-8.8	-0.1	1.05	1.39	13.9	70.6	-7.8
O=C(O)COc1cccc(NC(=O)c2ccccc2)c1	0.6	-0.1	2.4	-6.4	1.02	1.07	7.9	80.5	1.2
O=C(Nn1cnnc1)c1csc2ccccc12	-5.5	-9.5	8.9	-11.6	0.97	1.07	1.5	114.3	8.5
O=C(CNC(=O)Cn1cnc2sc3c(c2c1=O)CCCC3)NCc1ccccn1	6.7	-0.7	4.1	-7.4	1.01	1.03	12.0	88.9	8.4
CCC(C)(C)NC(=O)C(OC(=O)c1ccco1)c1ccccc1OC (stereo not drawn)	-4.6	5.3	-3.0	14.7	1	1.01	-11.8	95.9	-5.2
Cc1nn(-c2ccccc2)c2sc(C(=O)C(C#N)c3ccccn3)cc12 (stereo not drawn)	10.5	-3.2	5.3	34.2	1.03	1.3	28.0	79.0	8.6
COc1ccc2oc(C(=O)OCC(=O)c3ccc4c(c3)OCCO4)c(C)c2c1	0.3	-0.2	2.6	1.3	1.03	1.18	-3.7	100.7	6.2
COc1cc(NC(=O)C2CC(c3cccc(OC)c3OC)=NO2)cc(OC)c1OC (stereo not drawn)	69.0*	-1.4	3.6	0.0	1	1.05	-9.6	102.1	5.9
CCCCN(CC)CCCNC(=O)c1cc2cc3ccc(OC)cc3nc2o1	-3.5	3.1	0.0	2.5	1.12	5.09*	1.7	89.4	-3.4
Cc1ccc(NC(=O)c2cc(N(C)C)ccc2[P+](=O)O)cc1	nt	nt	nt	-4.8	1.06	1.01	12.3	85.0	-8.2
COCc1cc(C)nc(Nc2ccc(C)c(C)c2)c1C#N	-0.3	-1.4	4.0	-4.5	1.05	1.47	12.6	-3.1*	0.8
Cc1ccc(C(=O)C2=C(O)C(=O)N(CCCN3CCOCC3)C23C(=O)N(C)c2ccccc23)o1 (stereo not drawn)	0.8	-9.4	6.5	-7.8	1.06	1.03	-8.8	141.1	-1.2
N#Cc1c(-c2ccccc2Cl)cc(C2CC2)nc1N	0.1	-0.4	0.9	-22.4	1.02	1.27	-14.5	104.6	3.2
CC1(C)CC(=O)C2=C(C1)Nc1[nH]c(=S)[nH]c(=O)c1C2c1ccccc1 (stereo not drawn)	-5.2	-2.8	2.3	-6.7	1.09	1.13	9.0	112.8	5.6
CCOc1cc(-c2c(C)c(CC)nc(N)c2C#N)ccc1O	3.6	6.0	-0.9	3.2	1.06	1.13	-2.0	74.5	5.8
CCCCn1c(SCC(=O)NCCc2ccc(OC)c(OC)c2)nc2c1c(=O)n(C)c(=O)n2C	-1.2	-1.1	8.8	-19.1	1.01	1.13	15.5	173.0	0.4
C/C(Cl)=C\Cn1c(N2CCCCCC2)nc2c1c(=O)n(C)c(=O)n2C	0.3	-2.1	-3.7	-7.1	0.99	1.11	6.9	116.2	4.8
O=C(CSc1n[nH]c(=O)[nH]c1=O)c1ccccc1	4.1	-0.9	2.1	4.2	0.99	1.05	-19.1	75.9	-4.6
COc1ccc(C(=O)Nc2ccc(OC)c(OC)c2)cc1	-4.7	-2.9	-8.5	1.9	1.1	1.09	19.9	89.4	-5.6
CCOC(=O)c1nc(NCc2cccnc2)c2ccccc2n1	-1.3	-3.4	6.0	-5.5	1.08	1.19	3.2	111.3	8.7
O=C1CC(c2ccccc2)n2nc(N3C(=O)CCC3=O)nc2N1 (stereo not drawn)	nt	nt	nt	-10.1	1.04	1.14	1.8	129.5	-2.9
O=C1CCCC/C1=C/Nc1ccc2c(c1)OCO2	-9.7	7.5	-3.4	-10.5	1.17	1.11	21.3	153.6	-1.8
Cc1cc(NC(=O)c2cn(C3CCCCC3)c(=O)c3c2c2ccccc2n3C)no1	4.4	-2.4	3.8	-8.0	1.06	1.5	1.8	90.3	6.1
CCCOC(=O)Cc1c(O)c2ccccc2[nH]c1=O	2.2	1.6	1.5	-10.1	1.03	1.11	-13.8	100.2	-8.8
Cc1ccc(C)c(NC(=O)C2CC(=O)N(C(C)C)C2)c1 (stereo not drawn)	0.6	-3.2	11.3	-8.6	1	1.06	0.7	94.0	9.6
CCOc1ccccc1NC(=O)CSc1nnnn1Cc1ccccc1	4.2	-1.8	-2.7	-12.6	1.06	1.06	1.5	87.6	7.6
COc1c(C)cccc1C(=O)Nc1ccc(N2CCN(S(C)(=O)=O)CC2)cc1	-3.9	-0.1	1.4	-4.7	1.02	1.04	-8.6	97.3	3.9
Cc1ccc(N(CC(O)CN2CCCC2)S(=O)(=O)c2ccccc2)cc1 (stereo not drawn)	1.0	-5.7	1.4	-10.0	1.02	1.1	1.3	100.2	7.8
CCSc1nnc(NC(=O)CSc2nc(CC)nc3c2c(=O)n(C)c(=O)n3C)s1	-1.9	0.0	2.6	1.3	1.04	1.09	2.4	88.9	-1.9
O=C(CN1CCCc2ccccc21)NC(=O)NCc1ccco1	-3.6	-4.5	-4.7	6.0	1.03	1.14	-7.1	101.2	-4.0
Cc1ccc(-c2nn3c(C)nnc3c3ccccc23)cc1S(=O)(=O)N1CCN(CCO)CC1	6.2	-1.0	-0.1	10.4	1.03	1.36	22.8	88.3	-0.1
Cc1ccc(-c2cc(-c3ccc(Cl)cc3)c(C#N)c(N)n2)o1	1.8	-5.7	0.8	0.1	1	3.83*	14.7	102.6	2.1
Cc1nc2c(-c3ccc(F)cc3)c(C)nn2c(C)c1CCC(=O)NC(C)CCc1ccco1 (stereo not drawn)	-6.1	-3.0	-2.3	3.2	1	1.04	14.8	95.6	-6.5
CCn1c(SCC(=O)NCc2cccs2)nnc1-c1cccs1	-1.5	-5.9	4.0	-7.6	1.05	1.12	5.1	98.4	7.3
Cn1c2ccccc2c(=O)n2c(=O)c3ccccc3cc12	3.1	-8.6	1.2	35.9	1.06	2.38*	7.2	114.5	10.6

# Given field by field: part of the list above.
CCn1c(SCC(=O)NCc2cccs2)nnc1-c1cccs1
  JNK3 inh: -1.5 | Hsp90 block: -5.9 | ROCK2 inh: 4.0 | Cdc25B inh: -7.6 | Abs 340nm: 1.05 | Fluor 339 460: 1.12 | MKP-1 inh: 5.1 | HER2 expr 66K: 98.4 | PKA inh: 7.3
Cn1c2ccccc2c(=O)n2c(=O)c3ccccc3cc12
  JNK3 inh: 3.1 | Hsp90 block: -8.6 | ROCK2 inh: 1.2 | Cdc25B inh: 35.9 | Abs 340nm: 1.06 | Fluor 339 460: 2.38* | MKP-1 inh: 7.2 | HER2 expr 66K: 114.5 | PKA inh: 10.6

# The list goes on:
SMILES	JNK3 inh	Hsp90 block	ROCK2 inh	Cdc25B inh	Abs 340nm	Fluor 339 460	MKP-1 inh	HER2 expr 66K	PKA inh
CC1(C)Cc2c(sc3nc(-c4cccs4)n(N)c(=O)c23)CO1	nt	nt	nt	-13.3	1.05	1.26	10.6	74.7	11.2
CCCN1C(=O)c2cc(C(=O)NC3CCCCCC3)ccc2C1O (stereo not drawn)	nt	nt	nt	-4.5	1.03	1.15	6.7	99.2	nt
Cc1ccc(CNC(=O)c2cccc(-n3cnnn3)c2)cc1	-5.8	0.2	3.4	-0.9	0.96	1.18	20.7	86.9	2.0
CC(Sc1nc2c(c(=O)n(C)c(=O)n2C)n1Cc1cc2c(cc1Cl)OCO2)C(=O)O (stereo not drawn)	nt	nt	nt	-10.9	1.02	1.12	8.1	70.5	10.2
CN(C)C=Nc1ncc2c3ccccc3n(Cc3ccccc3)c2c1C#N	0.0	-12.1	-2.0	-2.8	1.08	3.02*	24.3	85.3	2.4
CCOC(=O)CN1CC23C=CC(O2)C(C(=O)NCc2ccc(C)cc2)C3C1=O (stereo not drawn)	0.1	-0.3	4.1	-11.5	1.04	1.1	3.4	89.2	11.8
N#CC1=C(N)SC(N)=C(C#N)C1CCC1CCCCC1	-6.0	-4.9	-0.6	2.5	1.11	1.1	21.5	61.4	-2.8
O=C(NCCCN1CCCC1=O)c1cccc(C(F)(F)F)c1	-3.7	-0.6	1.6	2.9	1.04	1.13	24.9	63.7	-0.5
CN(CC(=O)N1CCc2ccccc21)S(=O)(=O)c1cccs1	nt	-2.4	nt	8.7	1.04	1.07	-19.3	68.5	-2.0
CCOC(=O)CSc1nnc(Cc2cc(=O)[nH]c(=O)[nH]2)n1-c1cccc(OC)c1	7.9	2.9	0.5	1.5	1	1.11	9.6	89.8	0.6
Cc1ccc2c(c1)N(Cc1ccccn1)C(=O)C(C)O2 (stereo not drawn)	4.1	-9.8	1.2	3.2	0.99	1.07	-0.9	100.1	4.7
CCC(C)n1cnc2c(c1=O)c1nc3ccccc3nc1n2Cc1ccccc1OC (stereo not drawn)	-9.0	1.7	5.0	-12.8	1.12	1.25	35.9	78.9	10.6
CC(O)c1c(OCc2ccccc2)ncnc1OCc1ccccc1 (stereo not drawn)	1.3	-2.7	3.3	-7.8	0.99	1.03	-7.6	140.5	10.2
Cc1ccc(SCc2nc(-c3ccccn3)no2)cc1	0.2	-14.5	7.7	-7.2	1	1.06	9.3	91.7	8.0
Cc1ccc(C2/C(=C(/O)c3ccc(OC(C)C)cc3)C(=O)C(=O)N2CCN2CCOCC2)cc1 (stereo not drawn)	-5.5	-4.6	-10.6	4.0	1.1	1.06	-20.6	71.6	1.9
COc1cc(C(=O)N2CCN(c3cc(Cl)ccc3Cl)CC2)cc(OC)c1OC	-3.2	-1.3	2.9	-13.9	0.98	0.99	-8.5	57.9	2.1
CCN(CC)S(=O)(=O)c1ccc(Br)c(OC)c1	-3.0	-0.7	1.3	-0.4	0.99	1.02	-11.1	77.6	-2.3
